# SENP6 block – SENP6 protease inhibitors, primary screen, biochemical, luminescence, uHTS; hit rate 1.8% among 330,000; Recombinant SENP6 catalytic domain, aminoluciferin luminescence; Sentrin-specific protease 6 (Homo sapiens), Q9GZR1; inhibition, % at 10 µM;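 active = inhibition above about 50% at the single tested dose, limit read from the data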;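 note: plate controls were DMSO wells with enzyme for no effect and DMSO wells lacking enzyme for full effect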
# Target sequence (Q9GZR1 628-1112 limits assumed): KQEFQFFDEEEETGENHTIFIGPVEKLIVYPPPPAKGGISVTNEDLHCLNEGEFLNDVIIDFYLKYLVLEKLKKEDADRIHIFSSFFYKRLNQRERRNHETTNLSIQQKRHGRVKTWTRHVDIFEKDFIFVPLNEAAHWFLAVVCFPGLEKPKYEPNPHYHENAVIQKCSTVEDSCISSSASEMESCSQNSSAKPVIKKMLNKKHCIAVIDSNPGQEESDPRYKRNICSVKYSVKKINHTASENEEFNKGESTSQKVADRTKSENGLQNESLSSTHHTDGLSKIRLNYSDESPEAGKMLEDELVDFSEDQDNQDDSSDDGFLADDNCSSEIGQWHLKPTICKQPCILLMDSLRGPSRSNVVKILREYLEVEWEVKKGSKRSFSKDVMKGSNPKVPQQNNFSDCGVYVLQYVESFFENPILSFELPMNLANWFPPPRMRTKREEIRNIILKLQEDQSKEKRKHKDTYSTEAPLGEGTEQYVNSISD
# SENP8 block-1 – SENP8 protease inhibitors, primary screen, biochemical, luminescence; AID 2540, 2010; hit rate 1.2% among 330,000; purified SENP8, Z-RLRGG-aminoluciferin cleavage; Sentrin-specific protease 8 (Homo sapiens), Q96LD8; inhibition, % at 10 µM; in the data active = inhibition above about 50%
# Target sequence (Q96LD8 whole entry, looked up): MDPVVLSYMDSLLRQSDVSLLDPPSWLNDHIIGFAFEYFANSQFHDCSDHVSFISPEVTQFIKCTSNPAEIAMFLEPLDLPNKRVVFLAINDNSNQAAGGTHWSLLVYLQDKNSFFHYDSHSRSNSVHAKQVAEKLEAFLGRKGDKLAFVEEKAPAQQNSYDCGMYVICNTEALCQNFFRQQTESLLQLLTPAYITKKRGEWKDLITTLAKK
# Apaf1 inhib – inhibitors of human Apaf-1 apoptosome, primary screen, biochemical, DEVD-Rh110 fluorescence, uHTS; inhibition, % at 20 µM; hit rate 0.71% among 330,000; reconstituted apoptosome caspase-3 activity; active = inhibition of at least 40% at 20 µM;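 note: plate controls were DMSO wells for no effect and DEVD-CHO caspase inhibitor wells for full effect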
#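 System: Apoptosome proteins | Medium: Hepes pH 7.5 with detergent and BSA | Also added: Cytochrome c trigger plus (Z-DEVD)2-Rh110 caspase-3 substrate | Incubation: 30 min compound preincubation, 50 min activation, room temperature | Detection: Rhodamine 110 fluorescence at Ex 480/Em 540 nm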
# SENP7 inh – SENP7 protease inhibitors, primary screen, biochemical, luminescence, uHTS | Sentrin-specific protease 7 (Homo sapiens), Q9BQF6 | recombinant SENP7, Z-RLRGG-aminoluciferin luminescence, 40 min | inhibition, % at 5 µM | hit rate 1.5% among 330,000 | AID 434973, 2010;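 active = inhibition above about 50% at the single test dose, limit read from the data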;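 note: plate controls were DMSO with enzyme for no effect and no enzyme buffer wells for full effect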
# Target sequence (Q9BQF6 706-1050 limits assumed): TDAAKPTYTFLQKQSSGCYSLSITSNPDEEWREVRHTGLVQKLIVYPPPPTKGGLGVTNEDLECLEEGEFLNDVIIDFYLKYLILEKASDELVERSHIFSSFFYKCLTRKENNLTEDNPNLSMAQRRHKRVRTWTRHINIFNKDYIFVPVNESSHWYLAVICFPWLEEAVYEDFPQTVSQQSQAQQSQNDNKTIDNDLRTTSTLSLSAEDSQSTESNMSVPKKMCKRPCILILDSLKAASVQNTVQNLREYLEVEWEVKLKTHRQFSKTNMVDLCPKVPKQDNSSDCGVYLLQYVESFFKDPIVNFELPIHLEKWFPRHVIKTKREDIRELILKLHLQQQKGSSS
# SENP8 block-2 – human SENP8 protease inhibitors, primary screen, biochemical, fluorescence, Nedd8 protein substrate, uHTS | Sentrin-specific protease 8 (Homo sapiens), Q96LD8 | recombinant SENP8 | inhibition, % at 20 µM | hit rate 0.64% among 360,000 | AID 602440, 2012; in the data active = inhibition mostly above about 40%, no sharp cut-off; inactive = mostly below about 27%
# SENP1 FRET inh – human SENP1 catalytic domain inhibitors, primary screen, biochemical, FRET, uHTS; Sentrin-specific protease 1 (Homo sapiens), Q9P0U3; recombinant SENP1 catalytic domain, CyPet-SUMO1-YPet FRET cleavage; inhibition, % at 10 µM; hit rate 0.21% among 360,000;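 active = inhibition at least 30% at 10 µM, raw YFP signal under a set limit, fluorescence ratio 0.5 to 1.5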;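 note: 0% = enzyme with DMSO and 100% = no enzyme wells; some results filed as inactive read as strong as hits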
#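 material = recombinant human SENP1 catalytic domain, His6-tagged | quantity = 20 pM enzyme | reagent = 25 nM SUMO1 FRET substrate | compound dosing = 10 µM single point, 0.5% DMSO | timing = 50 min enzyme reaction, room temperature, light-protected | detection = FRET, CFP and YFP emission | control set = no-enzyme low, enzyme-DMSO high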
# PfGluPho inh – PfG6PD enzyme inhibitors, primary screen, biochemical, fluorescence intensity, uHTS; glucose-6-phosphate dehydrogenase-6-phosphogluconolactonase (Plasmodium falciparum 3D7); PfGluPho enzyme, NADPH resazurin-diaphorase fluorescence; inhibition, % at 20 µM; hit rate 0.78% among 350,000;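 active = inhibition reaching at least a set limit at 20 µM in the primary screen, cut at about 59% in these data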;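 note: 0% = DMSO wells with substrate and 100% = DMSO wells lacking glucose-6-phosphate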
# HKDC1 inhibitor – HKDC1 hexokinase inhibitors, primary screen, biochemical, fluorescence, uHTS | Q2TB90 | recombinant HKDC1, G6PDH/diaphorase resazurin coupled fluorescence | inhibition, % at 20 µM | hit rate 0.16% among 340,000 | AID 493160, 2011;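 active = inhibition above about 35% when tested at 20 µM, limit read from the data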;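 note: plate controls were DMSO wells with enzyme for no effect and DMSO wells lacking enzyme for full effect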
#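 Test system: HK5 enzyme. Quantity: 5 µg/mL HK5 final. Reagent: glucose and ATP substrates. Schedule: 90 min reaction incubation at room temperature, dark. Technique: resazurin-to-resorufin fluorescence via G6PDH and diaphorase coupling, 525/613 nm. Control set: DMSO wells with and without enzyme mix.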
# Active calls of the source: *; . = no result given.
# Order of results: HKDC1 inhibitor	PfGluPho inh	SENP8 block-1	Apaf1 inhib	SENP8 block-2	SENP6 block	SENP1 FRET inh	SENP7 inh
O=[N+]([O-])c1ccccc1S(=O)(=O)N/C(=N/S(=O)(=O)c1ccccc1)c1ccccc1
  -4	-18	-8	1	-6	5	0	3
CC(=O)Oc1ccc2c(c1)OC(c1ccccc1)CC21CC(C)(C)NC(=O)N1 (stereo not drawn)
  -5	2	-5	28	8	7	1	4
CCCNC(=O)[C@H](C)NC(=O)c1ccc(Br)cc1
  -9	2	-8	1	7	1	1	0
CCCCOC(=O)C1[C@H]2C(=O)N(c3ccccc3CC)C[C@]23C=C[C@H]1O3 (stereo partly drawn)
  -9	-4	9	-2	22	-35	-1	3
N#Cc1nc(Cc2ccccc2)oc1NCc1ccccc1
  -3	18	2	25	-7	-4	-1	9
Cc1ccc(S(=O)(=O)N(C)C)cc1NC(=O)COC(=O)CCC(=O)c1ccc(F)cc1
  -7	16	-7	-6	14	1	-5	3
CCOC(=O)N1CCN(C(=O)CCCCCn2c(=S)[nH]c3cc4c(cc3c2=O)OCO4)CC1
  -5	7	4	-13	11	-15	-2	6
Cc1ccc2c(c1)C1(SCCS1)C(=O)N2
  8	2	2	-8	16	-3	0	-10
O=C(NCCCCc1ccccc1)C1CC(c2cc(C(F)(F)F)cc(C(F)(F)F)c2)=NO1 (stereo not drawn)
  -2	10	-10	18	14	-5	-2	12
CCn1c(CCc2ccccc2)nc2ccccc21
  -1	11	-17	-4	3	1	1	2
O=C(c1ccc(OC2CCN(CCO)CC2)cc1)N1CCCC1
  -4	-3	0	-3	7	-2	-2	-2
CC(NC(=S)Nc1ccccc1Cl)C(c1cccs1)N1CCCC1 (stereo not drawn)
  3	4	-3	-15	0	-2	0	-2
COc1ccc(C(C(=O)NC2CCCC2)N(Cc2ccc(F)cc2)C(=O)c2ccn[nH]2)cc1OC (stereo not drawn)
  -12	-3	5	-105	19	-15	1	0
CCOC(=O)c1cccc(NC(=O)c2cccnc2)c1
  -4	0	-1	-13	6	8	0	6
CCOC(=O)[C@H]1[C@H]2COc3cc(OC)ccc3[C@@H]2N2C(=O)[C@@H](CO)NC(=O)[C@@]12C
  .	.	3	9	.	-5	.	2
CN1C(=O)C2(Nc3ccccc3-c3nc4ccccc4n32)c2ccccc21 (stereo not drawn)
  12	15	-2	4	-168	-9	-1	-8
CCOc1ccc(N(CC(=O)Nc2cccnc2)S(=O)(=O)c2ccc(C)cc2)cc1
  -4	2	1	17	3	-15	1	-3
CC1(C)Cc2c(sc3nc4n(-c5ccccc5)cnn4c(=O)c23)CO1
  -2	-4	5	-9	2	-2	1	2
O=C(O)CN=C1CC(c2ccccc2)CC(=O)/C1=C(/O)CCCN1C(=O)c2ccccc2C1=O (stereo not drawn)
  -13	21	-12	0	0	-7	1	-1
COc1ccccc1NC(=S)NNC(=O)c1c(Cl)c(C)nn1C
  -2	-12	8	1	4	11	1	22
Cc1c(NC(=O)CN2C(=O)c3ccccc3S2(=O)=O)c(=O)n(-c2ccccc2)n1C
  2	-9	-5	3	18	-12	2	-3
COc1ccccc1N1CCN(CCCn2c(=S)[nH]c3ccccc3c2=O)CC1
  -2	19	-7	3	11	2	2	-8
CC(=O)c1cc2c(cc1NC(=O)c1cnc(C)cn1)OCO2
  9	-5	-4	1	7	-22	-3	3
COc1cc([N+](=O)[O-])ccc1NC(=O)Nn1cnnc1
  -1	1	-3	0	9	-14	-1	-4
CCCCN(C)c1c(N2CCC(C(=O)OCC)CC2)c(=O)c1=O
  -4	8	5	1	28	23	2	9
COCCCNC(=O)c1ccc2c(=O)n(CC3CCCO3)c(=S)[nH]c2c1 (stereo not drawn)
  -5	13	4	-11	10	-2	1	3
Cc1cccc(NC(=O)c2cc([N+](=O)[O-])ccc2N2CCN(C)CC2)c1
  -6	-7	-2	-4	13	-3	1	-2
Cc1ccc2c(c1)N(CC(=O)Nc1ccccc1F)C(=O)C(C)O2 (stereo not drawn)
  0	-10	.	.	26	.	-1	.
COc1ccc(S(=O)(=O)N2CCOC2CNC(=O)C(=O)NCc2ccccn2)cc1C (stereo not drawn)
  -4	-6	3	1	7	-7	-1	4
O=C(c1cc(COc2cccc(C(F)(F)F)c2)on1)N1CCC(c2ccncc2)CC1
  2	10	0	16	4	-15	0	-2
Cc1ccc(N2CCN(C(=O)N3CCCC3)CC2)cc1C
  -2	-22	-16	-8	10	-12	1	1
COC(=O)COc1cccc2c(=O)n(CC(=O)NCCc3ccccc3)ccc12
  -7	26	-5	1	-74	-4	3	3
CC1CCCC(=NNC(=O)C2COc3ccccc3O2)C1 (stereo not drawn)
  -3	10	-15	0	16	19	0	-2
CCN(CC(=O)NCc1cccs1)C(=O)c1ccc(S(=O)(=O)Nc2cccc(C)c2C)cc1
  -2	9	-7	12	7	-11	3	0
COc1ccc(NC(=O)CS(=O)CC(=O)Nc2ccc(F)cc2F)cc1 (stereo not drawn)
  -6	-4	4	-4	11	4	3	0
N#Cc1cccc2c1-c1ccccc1/C2=N/NC(N)=S
  -2	-1	3	10	18	15	4	6
O=C(CCCN1C(=O)/C(=C/c2cccs2)SC1=S)Nc1ccc(C(=O)O)cc1
  -10	-21	28	2	29	42	-8	4
COc1ccc(CCNC(=O)CCc2ccc(S(=O)(=O)NC(C)C)cc2)cc1OC
  10	-12	3	-40	16	0	2	1
O=C(NCc1ccc(-c2nc3ccccc3s2)cc1)c1ccc(Br)o1
  13	2	-10	8	-52	-10	-8	-1
COc1ccc(Br)cc1C(=O)CCC(=O)OCC(=O)Nc1cc(C(N)=O)cc(C(N)=O)c1
  -6	-11	6	5	-3	6	-1	1

# Three compounds from above, arranged by the number in HKDC1 inhibitor, falling.
compound,HKDC1 inhibitor,PfGluPho inh,SENP6 block,SENP1 FRET inh,SENP7 inh
Cc1ccc2c(c1)N(CC(=O)Nc1ccccc1F)C(=O)C(C)O2 (stereo not drawn),0,-10,.,-1,.
COc1cc([N+](=O)[O-])ccc1NC(=O)Nn1cnnc1,-1,1,-14,-1,-4
CCCCN(C)c1c(N2CCC(C(=O)OCC)CC2)c(=O)c1=O,-4,8,23,2,9

# Remaining list, next part:
# Order of results: HKDC1 inhibitor	PfGluPho inh	SENP8 block-1	Apaf1 inhib	SENP8 block-2	SENP6 block	SENP1 FRET inh	SENP7 inh
CCN(Cc1ccccc1)C(=O)c1ccc(C)c(S(=O)(=O)N2CCCCC2)c1
  -6	9	5	8	4	9	0	16
COc1cccc(NC(=O)CSc2nnc(-c3cccs3)n2C)c1
  -8	3	-9	-4	14	4	1	-8
CCN(CC)c1ccc(NC(=O)Cn2c(C(C)NC(=O)c3ccccc3)nc3ccccc32)cc1 (stereo not drawn)
  13	-9	.	.	8	.	1	.
CC(C)N(Cc1ccccc1)S(=O)(=O)c1cccs1
  -3	16	11	6	26	-1	3	-3
CC(=O)Nc1ccc(NC(=O)CSc2nc3ccccc3nc2N2CCCCC2)cc1
  -5	-1	-2	9	-78	-2	-4	1
O=C(C1CC1)N1CCc2cc(Br)cc(S(=O)(=O)N3CCOCC3)c21
  -2	5	.	.	17	.	4	.
CC1(C)Cc2ccccc2-c2nnc(-c3ccccc3)n21
  0	-4	-4	-12	8	-12	2	6
Cc1ccc(C(=O)CCC(=O)OCC(=O)N2CCN(S(=O)(=O)c3ccc(C)cc3C)CC2)cc1
  0	-17	.	.	6	.	2	.
Cc1nn(-c2ccccc2)c2ncc(C(=O)c3cc(Cl)ccc3O)cc12
  -5	-11	-7	8	-2	-2	1	4
Cc1cc2c(c(=O)n1CCN(C)C)C(c1ccncc1)C(C#N)=C(N)O2 (stereo not drawn)
  0	0	-7	-3	0	-10	-1	-11
Cc1ccc(Nc2cnn(C34CC5CC(CC(CC(=O)O)(C5)C3)C4)c(=O)c2Cl)cc1
  17	-5	-17	-11	30	-39	2	-10
CCn1c(SCC(=O)NCc2ccco2)nc2c(c1=O)SC(C)C2 (stereo not drawn)
  4	1	-4	-2	5	-11	0	1
CCc1ccc(OCC(=O)NC(=S)Nc2ccc(F)cc2)c(Br)c1
  2	4	-10	-7	1	-25	0	17
S=c1[nH]cnc2scc(-c3ccc(Cl)cc3)c12
  4	26	-9	9	-3	-16	-6	-6
COc1ccc(-c2cc(CCC(=O)N3CCN(c4cc(C)ccc4C)CC3)on2)cc1
  5	4	.	29	15	.	-1	-7
COc1ccc(S(=O)(=O)N2CCOC2CNC(=O)C(=O)NCc2cccnc2)cc1OC (stereo not drawn)
  -3	3	1	2	10	3	1	4
COc1cc(Cl)c(C)cc1NC(=O)CC1SC(N2CCOCC2)=NC1=O (stereo not drawn)
  0	2	-12	17	-2	-21	1	-6
O=C(CN(c1ccccc1)S(=O)(=O)c1ccccc1)N1CCN(Cc2ccc3c(c2)OCO3)CC1
  -8	-10	-3	10	16	-6	-1	3
S=C(NCc1cccnc1)NCc1cccnc1
  -6	6	1	-9	4	3	0	2
Nc1ncc(Br)cc1S(=O)(=O)NCCC(=O)NCCc1ccc(Cl)cc1
  -1	9	10	3	-28	-3	-6	1
COC(=O)c1ccc(CNC(=O)c2ccc(OCC(=O)N3CCOCC3)c(OC)c2)cc1
  -5	-3	0	3	2	0	-2	4
CC(C)[C@H](NS(=O)(=O)c1ccccc1)C(=O)OCC(=O)N1N=C(c2ccc(Cl)cc2)CC1c1ccco1 (stereo partly drawn)
  4	11	4	20	-9	1	-11	3
O=c1c2cc(NC(=S)N3CCCCC3)ccc2nc2n1CCCCC2
  -4	3	2	-6	-75	-6	-2	4
CCOC(=O)C1=C(C)N=C2SC(C(=O)OC)=CC(=O)N2C1c1cccc(OC)c1 (stereo not drawn)
  -1	15	4	5	30	6	1	-1
CNS(=O)(=O)c1cc(NC(=O)c2cccc3cccnc23)ccc1C
  0	27	-8	9	4	-19	-1	5
CC(/C=N/NC(=O)CSc1nnc(SCc2ccccc2)s1)=C\c1ccco1
  -3	16	-1	24	4	8	-4	2
O=C(COC(=O)c1ccccn1)NNC(=O)c1ccc(Br)cc1
  -7	1	1	-12	12	7	0	8
O=C(NCc1ccc2c(c1)OCO2)c1cc(-c2ccccn2)nc2ccccc12
  -2	3	5	1	-18	-3	1	-1
O=C1c2ccccc2[C@@H]2C[C@H](NC34CC5CC(CC(C5)C3)C4)[C@@H](O)CCN12
  21	13	.	15	7	.	-6	10
c1ccc(-c2nnc(CN3CCN(c4ccccc4)CC3)o2)cc1
  -4	3	-6	-2	13	-4	3	5
CC(C)(C)c1cc(C(=O)O)nn1-c1ccccc1
  4	-7	-2	13	12	-5	1	-4

# Compound activity: PubChem BioAssay, Sanford-Burnham Center for Chemical Genomics
